Bioassay records (PubChem)
N-glyco inh: blocks N-linked glycosylation in D54 reporter cells; reporter increase, % at 12.5 µM; actives 0.23% (n = 360,000); D54 ERlucT glycosylation luciferase reporter, 24 h; percent of 100 nM tunicamycin response; AID 588692;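 active = mean luciferase reporter signal, scaled so untreated is 0 and the glycosylation-blocking control 100, at or above a set limit in every replicate; inconclusive = mean reaches the limit but not every replicate does; inactive = mean below the limit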;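 note: luciferase carries N-glycosylation sites so blocking glycosylation raises the light; 0% = median of neutral control wells and 100% = median of 100 nM tunicamycin wells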
ABCB6 inh 2: blocks the human ABCB6 transporter | actives 0.19% (n = 360,000) | fluorescence ratio to DMSO, % at 10 µM | K562-ABCB6 porphyrin accumulation, flow cytometry, 1 h; active compounds read low | Q9NP58;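 active = fluorescence ratio to DMSO below 75%, the collection mean minus 3 SD; inconclusive = too few cells collected in the well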;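 note: signal is porphyrin accumulated inside mitochondria; 100% equals median channel fluorescence of DMSO control wells; lower ratio means ABCB6 inhibition with less porphyrin fluorescence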
H9c2 protect: protects H9c2 cardiomyocytes from peroxide injury; protection from H2O2 cell death, % at 20 µM; H2O2 injury protection, ATPLite, 2 h; actives 0.63% (n = 360,000);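 active = compounds giving at least 50% protection of heart cells from peroxide-induced death in the single-dose screen, raw or plate-pattern-corrected value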;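 note: 0% = DMSO wells with peroxide and 100% = DMSO wells without peroxide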
MC4R antagonist: antagonists of human melanocortin 4 receptor (MC4R); actives 0.48% (n = 360,000); P32245; inhibition, % at 6.5 µM; MC4R-expressing cells, MTII-stimulated cAMP, LANCE TR-FRET;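 active = inhibition above its plate's cutoff, the mean of tested wells on that plate plus 3 SD, cut at about 29% in these data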;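 note: 0% = Melanotan II alone and 100% = Melanotan II plus saturating MCL0020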
Target sequence (P32245 whole entry, looked up): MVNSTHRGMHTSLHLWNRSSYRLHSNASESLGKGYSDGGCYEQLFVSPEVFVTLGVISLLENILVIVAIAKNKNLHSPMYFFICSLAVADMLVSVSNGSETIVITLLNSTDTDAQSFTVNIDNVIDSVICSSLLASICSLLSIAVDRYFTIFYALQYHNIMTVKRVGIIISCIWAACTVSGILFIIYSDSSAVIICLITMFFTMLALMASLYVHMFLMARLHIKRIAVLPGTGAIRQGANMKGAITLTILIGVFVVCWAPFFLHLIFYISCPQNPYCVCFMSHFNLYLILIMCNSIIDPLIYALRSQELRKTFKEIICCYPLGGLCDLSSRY
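Material – human MC4R-expressing U2OS cells · Repeats – no replicates · Detection – TR-FRET with Eu-cAMP and labeled anti-cAMP, 671 nm · Times – compound 30 min, challenge 1 h, detection 1 h · Compound – single nominal compound dose of 6.5 µM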
Vif imaging: blocks HIV Vif function; HEK293T cells, Vif self-association by quenched fluorescence, imaging, 24 h; inhibition, % at 7.49 µM; actives 0.35% (n = 340,000); in the data active = inhibition above about 50%, passing the limit was not always enough; inconclusive = no clear call, values can overlap the other calls; inactive = below about 31%; note: some results filed as inactive read as strong as hits
aDG glyco act: alpha-DG glycosylation activation. Pro5-aDG cells, alpha-DG glycosylation AlphaScreen (IIH6); 0% Pro5, 100% B10-LARGE cell signal. activation, % at 10 µM. actives 0.22% (n = 360,000). AID 624168;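 active = activation of at least 8% versus controls, or a plate z-score of at least 8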;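 note: Pro5 are CHO cells carrying HIG-tagged alpha-DG that lacks glycosylation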
PDI inh: blocks human protein disulfide isomerase activity; P07237; actives 0.052% (n = 350,000); AID 588391; inhibition, % at 10 µM; PDI insulin aggregation turbidity, A650, 90 min;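 active = mean inhibition across replicates of 30% or more, whatever share of single replicates reach that level; inconclusive = mean inhibition below 30% while every single replicate reaches 30%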;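 note: absorbance from insulin aggregation driven by PDI reduction with DTT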
HTR2A ag: activates the mouse 5-HT2A serotonin receptor; CHO-K1 mHTR2A beta-arrestin complementation, luminescence; percent of 30 µM serotonin response; activation, % at 7.6 µM; actives 0.66% (n = 360,000); AID 624169;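 active = activation above a run cutoff, the mean activation of all tested compounds plus 3 SD, cut at about 14% in these data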;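 note: 0% = plate median of compound wells and 100% = 30 µM serotonin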
Target sequence (P35363 whole entry, looked up): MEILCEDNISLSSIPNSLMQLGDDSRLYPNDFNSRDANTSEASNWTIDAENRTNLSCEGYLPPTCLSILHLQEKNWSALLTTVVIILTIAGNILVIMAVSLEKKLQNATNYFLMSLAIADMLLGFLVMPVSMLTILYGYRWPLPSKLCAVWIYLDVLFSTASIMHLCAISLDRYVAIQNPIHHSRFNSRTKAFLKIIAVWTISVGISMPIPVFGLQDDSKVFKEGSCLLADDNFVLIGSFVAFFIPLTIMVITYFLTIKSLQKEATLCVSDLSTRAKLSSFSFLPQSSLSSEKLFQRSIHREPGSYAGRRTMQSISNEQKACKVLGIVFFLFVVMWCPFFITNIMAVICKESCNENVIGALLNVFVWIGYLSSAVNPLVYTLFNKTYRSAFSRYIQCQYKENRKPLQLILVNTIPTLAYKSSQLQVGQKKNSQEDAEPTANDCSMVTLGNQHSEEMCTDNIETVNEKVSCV
CaV13 FRET inh: Disruptors of the CACNA1D IQ motif to Ca2+-dependent inactivation inhibitor domain association, primary screening, Förster resonance energy transfer in intact living …; HEK cells, CFP/YFP FRET ICDI-IQ, plate reader, 10 min; percent FRET-ratio fall versus neutral wells; inhibition, % at 12.3 µM; actives 0.098% (n = 340,000);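 active = mean replicate inhibition of at least 30% and at least 1% of replicates passing that level; inconclusive = only one of the two criteria is met; inactive = neither criterion is met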;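 note: 0% = median of the neutral control wells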
MC4R barr agon: human MC4R agonism via beta-arrestin; P32245; U2OS MC4R beta-arrestin complementation, luminescence; percent of melanotan II response, DMSO zero; activation, % at 8.9 µM; actives 0.98% (n = 360,000); AID 540308;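 active = activation above a per-plate cutoff, the mean activation of sample wells on that plate plus 3 SD, cut at about 8% in these data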
* = called active by the depositor; ? = inconclusive; . = no result given.

SMILES	N-glyco inh	ABCB6 inh 2	H9c2 protect	MC4R antagonist	Vif imaging	aDG glyco act	PDI inh	HTR2A ag	CaV13 FRET inh	MC4R barr agon
O=[N+]([O-])c1cccc(Cl)c1NCCNS(=O)(=O)c1ccccc1	-3	98	12	-5	-3	-0.1	2	-7	-3	0.1
Cc1c(C(=O)N2CCN(c3ccccn3)CC2)cccc1[N+](=O)[O-]	-2	93	-2	-1	10	0.0	1	13	-4	0.1
CCc1c(C)nc2c(OC)cccc2c1Cl	2	93	0	3	-7	0.1	-1	-2	-4	-0.8
CC1(c2ccccc2Cl)NC(=O)N(CC(=O)Nc2ccc(N3CCCCC3)cc2)C1=O (stereo not drawn)	1	100	0	4	0	0.5	-2	5	-5	-2.8
CCOc1ccccc1OCCn1ncc2ccc(OC)c(OC)c2c1=O	3	93	2	-2	6	0.2	6	-2	.	-1.9
O=C(c1cc2nc(-c3ccccc3)cc(C(F)(F)F)n2n1)N1CCN2CCCC2C1 (stereo not drawn)	1	96	5	-2	8	0.2	-36	-12	-7	-0.2
N#Cc1cccnc1N1CCN(C(=O)c2ccco2)CC1	0	101	2	1	-24	0.3	2	3	-5	-1.2
Cc1ccc(C2Nc3ccccc3C(=O)N2Cc2ccco2)cc1 (stereo not drawn)	4	98	8	3	1	-0.1	-2	-5	.	-0.9
CC(C)(C)c1csc(N/N=C/c2ccc(O)cc2)n1	2	97	-4	3	16	0.0	7	-4	64*	0.3
Cc1cccc(C(=O)OCC(=O)N2CCc3ccccc3C2)c1O	4	96	-5	-2	-5	0.2	10	-2	-6	0.0
O=C(CCC(=O)Nc1ccccc1Cl)NNC(=O)C1CCCCC1	2	95	4	6	19	-0.3	4	-2	-6	-1.7
N#C/C(=C\c1cn[nH]c1-c1ccc(Cl)cc1)C(=O)NC1CC1	1	97	0	8	-5	0.0	1	-2	.	-2.5
Cc1n[nH]c(=O)c2c(NC(=O)CSc3nc4ccccc4c(=O)n3-c3ccc(OC(F)F)cc3)oc(C)c12	-1	102	5	3	12	0.0	4	-3	-3	-3.1
COC(=O)C1=C(CCc2ccccc2)NC(=O)NC1c1ccc([N+](=O)[O-])cc1 (stereo not drawn)	0	93	1	5	.	1.0	0	0	-5	0.2
O=c1[nH]c(CN2CCN(Cc3ccccc3)CC2)nc2scc(-c3ccccc3)c12	0	101	8	-1	-4	0.1	-2	1	-5	-2.0
CC(Sc1nnc(-c2cccnc2)n1N)C(=O)Nc1ccc2c(c1)OCCO2 (stereo not drawn)	3	101	0	-2	-7	-0.2	-1	3	-5	-2.5
CC(C)CN(C(=O)COC(=O)CNC(=O)c1ccccc1F)c1c(N)n(Cc2ccccc2)c(=O)[nH]c1=O	-1	102	-3	3	-6	-0.3	2	7	-5	-2.8
O=C1CCN(Cc2ccccc2)CCN1[C@H](COc1ccccc1)Cc1ccccc1	-5	86	2	8	-1	0.2	10	5	-5	1.7
CC(C)[n+]1ccn(C2=C([O-])c3ccccc3C(=O)/C2=N\S(=O)(=O)c2ccccc2)c1	21	97	-11	-12	4	0.0	-4	4	-21	0.8
O=c1cc(N2CCCCCC2)[nH]c(=O)n1-c1ccc(Cl)cc1	-2	99	4	0	2	-0.4	.	3	-2	-0.1
CON(C)c1nc(NCC(C)C)nc(OCC#N)n1	-1	112	2	-1	10	0.0	3	6	-5	2.1
CC(=O)Nc1ccc(S(=O)(=O)NNC(=O)c2ccc(S(=O)(=O)N3CCCCC3)cc2)cc1	3	97	-1	2	-8	-0.4	8	-3	-10	-1.6
Oc1ccc(/C=N/Nc2ccc(Cl)nn2)cc1O	-2	87	24	-10	-13	0.2	-1	-4	-13	-2.1
O=C(COC(=O)c1nn(-c2ccccc2)c(=O)c2ccccc12)NC1CCS(=O)(=O)C1 (stereo not drawn)	-1	90	-1	28	10	-0.2	2	-3	.	-1.8
C=CCSc1nc2c(c(=O)[nH]1)C(C(C)C)C(C#N)=C(N)O2 (stereo not drawn)	0	104	13	-12	12	-0.1	.	-1	-2	-0.4
CC1CCCCC1NC(=O)c1ccc2c(c1)OCCO2 (stereo not drawn)	3	93	1	8	4	0.0	-3	3	-1	1.1
O=C(Nc1n[nH]c(=S)s1)c1ccco1	1	99	-2	3	.	0.4	1	-4	-4	-0.9
CC1CCCC(C)N1C(=O)COc1ccc(F)cc1 (stereo not drawn)	3	100	3	0	0	-0.2	1	6	3	-1.0
O=C(NCc1cccnc1)c1cc(Cl)ccc1[N+](=O)[O-]	-2	98	3	14	-2	-0.1	8	0	-4	-3.4
Brc1ccc(-c2c[n+]3c(n2-c2ccccc2)SCC3)cc1	1	98	-1	-3	6	0.0	8	-5	-5	1.2
Nc1nnc(/C=C/c2ccccc2Cl)s1	-7	100	-11	7	?	0.0	-3	5	1	-0.5
CN(C)S(=O)(=O)c1cccc(NC(=O)CCNC(=O)c2ccccc2Cl)c1	1	98	3	4	2	-0.2	4	-7	-18	-1.1
O=C(Nc1ccc(Cl)cn1)c1ccc(-c2ccc(Cl)c(Cl)c2)o1	1	105	-10	3	7	-0.1	-9	3	.	1.1
CCOC(=O)N1CCN(C(=O)c2cc3c(s2)-c2c(C)cccc2OC3)CC1	-6	98	1	2	-7	0.0	-11	-5	-3	-0.2
CCOC(=O)N1CCN(Cc2nc3c(c(=O)n(C)c(=O)n3C)n2CCCc2ccccc2)CC1	0	98	10	20	-2	0.2	-3	2	-6	-1.6
N#Cc1cccc(OC(=O)C2CCN(C(=O)c3ccc(F)cc3)CC2)c1	0	102	1	27	.	1.4	8	6	-5	0.3
Cc1cc(C)n(-c2nc3c(c(=O)[nH]c(=O)n3C)n2CCc2ccccc2)n1	4	100	8	6	2	0.3	9	5	0	1.4
CCc1ccc(NC(=O)CSc2ccc(-c3ccccn3)nn2)cc1	-3	96	50*	6	-1	1.9	12	-1	-7	-2.1
CC(=O)N1Cc2cc(C(=O)NCc3cccc(F)c3)nc(-c3cccc(C4=CCCCC4)c3)c2[C@H]1CCO	.	95	.	.	.	0.2	.	-1	-7	.
COc1cc(NC(=O)c2ccccc2F)ccc1NC(=O)c1cc2ccccc2o1	?	93	-20	1	8	-0.1	4	0	-2	8.8*
CS(=O)(=O)Nc1cccc(-c2cn3c(n2)SCC3)c1	1	105	2	-4	2	0.0	-2	5	-13	1.9
O=C(O)CC(CNC(=O)C1CCCN1C(=O)OCc1ccccc1)c1ccccc1 (stereo not drawn)	1	92	3	-1	-7	-0.1	1	2	-16	-1.7
CCc1nccn1CCC(=O)N1CCc2c([nH]c3ccccc23)C1CC(C)C (stereo not drawn)	-3	97	0	8	.	0.1	9	3	-2	-3.0
CCOc1ccccc1N/C=C/C(=O)C(C)(C)C	1	96	-4	3	12	0.2	1	-1	-4	1.2
CCOC(=O)C(=O)Nc1nnc(SCc2ccc(F)cc2)s1	2	99	6	-1	1	-0.3	-3	3	-5	-2.5
c1ccc(NC(c2ccccc2)c2ccncc2)cc1 (stereo not drawn)	2	102	-3	6	-2	-0.2	2	-3	-4	1.0
Nc1cccc(-c2ccc(CO)o2)c1	-3	99	3	8	36	0.1	4	-1	-4	-1.2
O=C(O)C1CC(=O)N(c2ccc(Br)cc2)C1 (stereo not drawn)	2	97	2	12	3	0.2	1	5	-6	-0.6
CCOC(=O)N1CCC(Nc2c(Nc3ccc(F)cc3)c(=O)c2=O)CC1	1	98	9	4	15	0.4	-8	-6	-8	-1.8
C/C(NC(=O)c1ccccc1)=C1/C(=O)CC2C1C2(C)C (stereo not drawn)	2	95	-18	-8	3	0.0	-8	6	-6	1.0
CN(Cc1ccsc1)C(=O)CCc1nnc(Cc2c[nH]c3ccccc23)o1	0	96	0	9	0	0.4	6	-5	0	-1.0
[O-]/C(=C(\C(=S)Nc1ccc(SC(F)F)cc1)[n+]1cccc(CO)c1)c1ccc(Cl)s1	6	104	-12	8	8	-0.2	-1	1	-5	-2.8
COc1ccccc1Oc1ccccc1[N+](=O)[O-]	3	99	1	-3	4	-0.1	8	2	-5	-1.7
COc1ccc(NS(=O)(=O)c2ccc(N3CCOCC3)c(NC(=O)c3ccco3)c2)cc1	1	95	-6	15	6	0.4	1	0	-2	0.5

Reformatted in markdown: part of the list above
| Compound | N-glyco inh | ABCB6 inh 2 | H9c2 protect | MC4R antagonist | Vif imaging | aDG glyco act | PDI inh | HTR2A ag | CaV13 FRET inh | MC4R barr agon |
| --- | --- | --- | --- | --- | --- | --- | --- | --- | --- | --- |
| CON(C)c1nc(NCC(C)C)nc(OCC#N)n1 | -1 | 112 | 2 | -1 | 10 | 0.0 | 3 | 6 | -5 | 2.1 |
| CC(Sc1nnc(-c2cccnc2)n1N)C(=O)Nc1ccc2c(c1)OCCO2 (stereo not drawn) | 3 | 101 | 0 | -2 | -7 | -0.2 | -1 | 3 | -5 | -2.5 |
| COc1cc(NC(=O)c2ccccc2F)ccc1NC(=O)c1cc2ccccc2o1 | ? | 93 | -20 | 1 | 8 | -0.1 | 4 | 0 | -2 | 8.8* |
| Nc1cccc(-c2ccc(CO)o2)c1 | -3 | 99 | 3 | 8 | 36 | 0.1 | 4 | -1 | -4 | -1.2 |
| O=C(O)CC(CNC(=O)C1CCCN1C(=O)OCc1ccccc1)c1ccccc1 (stereo not drawn) | 1 | 92 | 3 | -1 | -7 | -0.1 | 1 | 2 | -16 | -1.7 |
| O=C(NCc1cccnc1)c1cc(Cl)ccc1[N+](=O)[O-] | -2 | 98 | 3 | 14 | -2 | -0.1 | 8 | 0 | -4 | -3.4 |
| CC(C)[n+]1ccn(C2=C([O-])c3ccccc3C(=O)/C2=N\S(=O)(=O)c2ccccc2)c1 | 21 | 97 | -11 | -12 | 4 | 0.0 | -4 | 4 | -21 | 0.8 |
